aSyn rescue: inhibitors of alpha-synuclein toxicity in yeast; Yeast expressing alpha-synuclein, growth rescue, BacTiter-Glo, 24 h; Potency, µM (highest dose often 46.1 µM), without a hit: at the top dose growth rescue (activation), most hits filed as activators; hit rate 0.14% among 370,000; note: potency is the fitted concentration of half-maximal effect; % of control where 0% means no effect; nearly all actives have a fitted effect of over 65% in size
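Readout is rescue of growth in alpha-synuclein-expressing yeast, so inhibitors of toxicity appear as activators. Growth after 24 hr at 30 deg C in galactose medium is quantified by luminescence.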
GLP-1R inv ag: GLP-1 receptor (human) inverse agonism; P43220; hit rate 1.6% among 410,000; HEK293 GLP-1R CRE-luciferase, luminescence, 24 h; GLP-1R form is constitutively active; Potency, µM (series often up to 38.3 µM), for the others: at the highest dose activity change, negative = inhibition, most hits filed as inhibitors; note: potency is the fitted concentration of half-maximal effect; % is set by controls: 0 for no effect and ±100 for the full control effect; nearly all actives have a fitted effect of over 55% in size
Target sequence (P43220 whole entry, looked up): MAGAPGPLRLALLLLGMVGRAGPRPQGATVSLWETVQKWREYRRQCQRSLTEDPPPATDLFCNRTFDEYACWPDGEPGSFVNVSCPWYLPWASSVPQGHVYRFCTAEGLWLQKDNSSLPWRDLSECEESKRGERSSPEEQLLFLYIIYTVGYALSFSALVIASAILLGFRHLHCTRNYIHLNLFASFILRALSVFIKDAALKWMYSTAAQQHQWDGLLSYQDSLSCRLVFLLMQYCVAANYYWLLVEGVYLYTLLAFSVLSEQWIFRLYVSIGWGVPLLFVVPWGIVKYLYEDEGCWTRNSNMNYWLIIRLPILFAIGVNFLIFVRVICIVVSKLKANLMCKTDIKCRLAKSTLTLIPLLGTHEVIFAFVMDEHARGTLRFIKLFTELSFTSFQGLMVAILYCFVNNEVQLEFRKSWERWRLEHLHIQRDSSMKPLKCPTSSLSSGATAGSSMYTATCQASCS
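HEK293 cells stably co-expressing constitutively active GLP-1R and a cAMP-responsive luciferase reporter were seeded in DMEM with 10% Nu serum, given compounds after 12 h, and incubated 24 h at 37 deg C. Luminescence was then read.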
GLP1R ag: GLP-1 receptor (human) agonism; hit rate 0.007% among 380,000; AID 624172; Potency, µM (titrated, usually from 45.6 µM), without a hit: at the highest dose activation, hits mostly activators; HEK293 GLP-1R CRE-luciferase, luminescence, 4-6 h; cells express a hypersensitive GLP-1R form; note: potency is the fitted concentration of half-maximal effect; % of control where 0% means no effect
DRD3 agonist: activates the human D3 dopamine receptor | P35462 | D3R DiscoveRx beta-arrestin cells, luminescence, 90 min | max activation, % | hit rate 0.58% among 410,000; in the data active = max activation above about 30%; note: 0% is about no effect; mostly tested at two doses, the higher about 12 µM
Target sequence (P35462 whole entry, looked up): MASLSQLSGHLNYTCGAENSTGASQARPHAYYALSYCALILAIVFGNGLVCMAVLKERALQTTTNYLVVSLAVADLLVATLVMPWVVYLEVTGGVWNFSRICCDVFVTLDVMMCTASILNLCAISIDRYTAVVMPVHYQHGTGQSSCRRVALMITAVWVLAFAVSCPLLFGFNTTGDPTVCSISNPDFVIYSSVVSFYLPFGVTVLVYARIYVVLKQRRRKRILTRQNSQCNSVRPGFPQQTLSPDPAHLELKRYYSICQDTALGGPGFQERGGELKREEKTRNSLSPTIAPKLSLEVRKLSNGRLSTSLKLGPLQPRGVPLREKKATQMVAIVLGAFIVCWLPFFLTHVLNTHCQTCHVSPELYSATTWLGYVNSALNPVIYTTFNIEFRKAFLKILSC
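Cells at 1500/well, incubated overnight, then treated with pinned compounds (dopamine as control) for 90 min at 37 degrees C. DiscoveRx reagent added for 30 - 60 minutes at room temperature; luminescence read.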
TDP43 rescue: rescues yeast growth from TDP-43 toxicity. hit rate 1.8% among 410,000. AID 652104. TDP-43 expressing yeast growth rescue, BacTiter-Glo, 24 h. Potency, µM (doses to about 46.1 µM), without a hit: top-dose growth rescue (activation), actives largely listed as activators; note: potency is the fitted concentration of half-maximal effect; % of control where 0% means no effect; nearly all actives have a fitted effect of over 50% in size
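Luminescence from BacTiter-Glo reports growth of TDP-43-expressing yeast after 24 hr at 30 deg C with compound. Cells were raffinose-pregrown to mid-log, then seeded in galactose medium at OD600=0.02.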
KB-V1 cytotox: KB-V1 MDR subline cytotoxicity | hit rate 3.4% among 400,000 | Potency, µM (series often up to 46.1 µM), without a hit: at the highest dose activity change, negative = cytotoxicity, most hits filed as cytotoxic | AID 1347076 | KB-V1 MDR cells viability, CellTiter-Glo, 72 h; note: potency is the fitted concentration of half-maximal effect; % is set by controls: 0 for no effect and ±100 for the full control effect; nearly all actives have a fitted effect of over 60% in size
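Readout: CellTiter-Glo luminescence, 10 min after addition. Cells: KB-V1 MDR subline, 72 h at 37 degrees C with compound. Analysis: corrected, normalized data fitted to concentration-effect curves.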
PTHR1 agonist: activates the human parathyroid hormone receptor PTHR1 | AID 743266 | Potency, µM (series often up to 115 µM), for the others: top-dose activation, usual class: activators | hit rate 0.075% among 410,000 | Q03431 | HEK293 GP2 PTHR1 cells, GloSensor cAMP luminescence, 1 h; note: potency is the fitted concentration of half-maximal effect; nearly all actives have a fitted effect of over 55% in size; some results filed as inactive show a strong effect at the top dose; inactives centre near -15; many of its hits are not listed in these tables
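HEK-293-derived GP2 cells expressing PTHR1 and a GloSensor cAMP reporter, 3,000/well, plated overnight, given luciferin plus IBMX (each 0.5 mM as added) for 1 h at 37 °C, then compound for 1 h at 37 °C. Luminescence was read after 15 min at room temperature.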
HEK293 tox: cytotoxic in the GLP-1 receptor inverse agonist counter-screen | hit rate 0.13% among 410,000 | Potency, µM (titrated, usually from 38.3 µM), without a hit: top-dose activity change, negative = inhibition, usual class: inhibitors | HEK293 cAMP-luciferase reporter cells, luminescence, 24 h;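 note: loss of luciferase light is scored as toxicity; potency is the fitted concentration of half-maximal effect; % is set by controls: 0 for no effect and ±100 for the full control effect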
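Compound-treated cells are incubated 24 hr at 37 deg C under 5% CO2 after a 12 hour attachment period, then luciferase detection reagent is added and luminescence is measured following 12 min at room temperature; lowered signal indicates toxicity.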
DRD3 antagonist: blocks the human D3 dopamine receptor; D3R cells, DiscoveRx beta-arrestin luminescence, antagonist mode; hits give low values; max response, negative = inhibition, %; hit rate 2.5% among 360,000; AID 652054; in the data active = max response below about -50%; inconclusive = no clear call, values can overlap the other calls; note: % is set by controls: 0 for no effect and ±100 for the full control effect; mostly tested at two doses, the higher about 12 µM
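Cells expressing the human receptor were seeded at 1500 cells/well, incubated overnight at 37 degrees C in 5% CO2, then exposed to library compounds with dopamine controls for 90 minutes at 37 degrees C before luminescent detection.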
The depositor's hits bear a star; i = inactive; ? = inconclusive; · = no result given; [ ] = remark or other dose. Unless noted, calls come from the whole dose curve; as a rule, active = well fitted curve in the direction sought with a large enough effect; inconclusive = small, poorly fitted or top-dose-only effect, or another doubt; inactive = no such curve, though single readings can be large; an effect the other way counts as inactive or inconclusive. The list is partial; rates above refer to the full screens.

nr	mol	aSyn rescue	GLP-1R inv ag	GLP1R ag	DRD3 agonist	TDP43 rescue	KB-V1 cytotox	PTHR1 agonist	HEK293 tox	DRD3 antagonist
1	CN(C(=O)CCCN1CCCC1=O)C1CCCN(Cc2ccccc2F)C1 (stereo unspecified)	8%	10%	-3%	7	10%	·	-33%	5%	18
2	CCOC(=O)C1CCCN(c2nc3ccccc3nc2C(C#N)C(=O)OCCOC)C1 (stereo unspecified)	16%	?	-1%	-4	15%	-23%	-2%[57.5 µM]	2%	1
3	Cc1ccc(CS(=O)(=O)c2ncc(Cl)c(C(=O)Nc3nc4ccc(C)cc4s3)n2)cc1	·	-27%	·	-13	?	12%	-29%	-17%	·
4	Cc1noc(C)c1S(=O)(=O)NC(=O)C1(C)CCN1C(=O)c1ccccc1CCc1ccccc1 (stereo unspecified)	-11%	-14%	-2%	-6	19%	4%	i	-8%	-4
5	COc1ccc(C(=O)OCC(=O)Nc2cc(C)c(C)cc2[N+](=O)[O-])cc1	-12%	7%	-6%	1	-5%	-2%	i	20%	-2
6	Cc1cnc(C)c(N2CCN(Cc3nc(-c4ccccc4)no3)CC2)n1	-1%	-5%	21%	1	5%	-26%	i	-7%	0
7	CCOc1ccc(NC(=O)CCCc2nnc3n(C)c(=O)c4sccc4n23)cc1	·	3%	·	7	24%	·	-11%	25%	·
8	Nc1ccc2c(c1)C(=O)c1ccc(Br)cc1-2	16%	?	0%	0	28%	0%	i	-8%	-12
9	COc1ccccc1-c1cc(C(F)(F)F)nc(N2CCCCC2)n1	-3%	?	-16%	1	-13%	14%	i	12%	-8
10	C[C@H](CO)N1C[C@H](C)[C@@H](CN(C)Cc2ccc(C(=O)O)cc2)Oc2c(NC(=O)C3CC3)cccc2C1=O	-2%	-2%	-4%	0	23%	0%	i	-3%	15
11	COc1cc(C(=O)NCC2CCCO2)ccc1OCc1ccccc1Cl (stereo unspecified)	4%	?	12%	2	?	?	-37%[inhibitor]	0%	5
12	CC(C)C(OC(=O)c1cccs1)C(=O)NCCc1ccccc1 (stereo unspecified)	2%	?	12%	2	-10%	-16%	i	5%	5
13	CCC1(C)Cc2ccccc2-c2nc3n(c(=O)c21)CCS3 (stereo unspecified)	4%	?	0%	4	2%	?	-9%	6%	-1
14	O=C(NNC(=O)C1C2C=CC(C2)C1C(=O)O)c1ccccc1 (stereo unspecified)	0%	4%	-1%	1	-4%	8%	-13%	-3%	-13
15	CCOc1ccc(-c2cc(C(=O)N/N=C/c3cccnc3)c3ccccc3n2)cc1	0%	16%	20%	0	17%	?	i	-1%	14
16	O=C(Nc1ccccc1)NC1(C(=O)N2CCN(C(=O)c3ccco3)CC2)CCCCC1	-9%	9%	-2%	-1	-21%	14%	i	-2%	9
17	O=C(CNC(=O)c1ccc(Cl)cc1Cl)NCC(=O)Nc1ccccc1N1CCOCC1	-2%	-24%	24%	-3	24%	4%	-23%[57.5 µM]	-5%	5
18	Cc1ccc(NC(=O)c2ccc3c(c2)S(=O)(=O)c2ccccc2C3=O)cc1S(=O)(=O)N1CCOCC1	-1%	6%	-4%	-17	-7%	-1%	-25%	2%	-18
19	CC(=O)Nc1ccc(NC(=O)CCn2nnc3ccccc32)cc1	11%	-2%	1%	4	-18%	17%	-16%	?	12
20	COc1cc(OC)cc(C(=O)NC2CCSC2=O)c1 (stereo unspecified)	2%	3%	0%	-4	-20%	-4%	i	0%	13
21	CC(C)c1cc(C(=O)N2CCCC(Nc3ccc(F)cc3)C2)nc(N)n1 (stereo unspecified)	0%	-7%	4%	3	13%	-26%	-11%	-1%	16
22	CCN(CC)C(=O)C1CCCN(Cc2nc(-c3cccs3)no2)C1 (stereo unspecified)	-2%	3%	14%	4	-15%	-9%	i	-13%	2
23	Clc1ncc(CN2CCN(Cc3ccccc3)CC2)s1	6%	-1%	-10%	-15	-3%	7%	i	7%	?
24	O=C(CSc1nc2ncccc2[nH]1)Nc1ccc2c(c1)OCO2	0%	14%	7%	3	5%	-4%	-15%	10%	12
25	CN(C)CCNC(=O)/C(=C/c1cccc([N+](=O)[O-])c1)NC(=O)c1ccccc1	3%	4%	-1%	3	22%	0%	i	-4%	6
26	NS(=O)(=O)c1ccc(-c2ccc(/C=N/NC(=O)c3ccccc3O)o2)cc1	-3%	10%	0%	1	-2%	-14%	-18%	-15%	0
27	COc1ccc(C(=O)NNC(=O)CSc2nnc(-c3cccnc3)o2)cc1	-3%	-3%	-3%	-4	1%	5%	-1%	9%	0
28	CCOC(=O)c1ccccc1N/C=C1\CCCC1=O	8%	0%	20%	0	0%	?	-22%[57.5 µM]	-32%	27
29	O=C(CSc1ccccc1)NCc1ccco1	6%	9%	0%	3	15%	0%	-10%[57.5 µM]	-15%	0
30	CN(CCc1ccccc1)c1ccc([N+](=O)[O-])cn1	5%	-14%	-4%	8	24%	-1%	-20%	-7%	-11
31	NC(=O)COC(=O)c1cccc(S(=O)(=O)N2CCCCC2)c1	-2%	5%	0%	-4	·	-20%	i	8%	0
32	CSc1nc(S(=O)(=O)c2ccccc2)c(Cl)s1	1%	-2%	-2%	1	9%	?	10%	8%	3
33	COc1cc(C2C(C#N)=C(N)Oc3n[nH]c(-c4ccncc4)c32)cc(OC)c1OC (stereo unspecified)	3%	12%	-2%	-2	-19%	-1%	i	-23%	7
34	C#CCNC(=O)C[C@@H]1C[C@@]2(C(=O)OC)CCCCC=C2N(Cc2ccccc2)C1=O	0%	20%	10%	4	19%	-26%	-18%	4%	7
35	Cc1ccc2c(N)c(C#N)sc2n1	-8%	67%[activator]	3%	2	11%	-1%	-4%[57.5 µM]	8%	-9
36	O=C(c1ccc(-n2cncn2)c2ccoc12)N1CCOCC1	0%	26%	8%	0	20%	0%	i	-4%	-14
37	Nc1ccc(S(=O)(=O)c2ccc(N3CCOCC3)c(N)c2)cc1	-1%	39%[activator]	4%	-7	3%	0%	-35%[inhibitor]	5%	-9
38	CCN1CCCC1CNC(=O)c1cc2c(-c3ccc(Cl)cc3)nn(C)c2s1 (stereo unspecified)	1%	?	-5%	-10	-11%	?	10%	?	?
39	CCOc1ccc(NC(=O)CN2C(C(=O)OC)=C(c3ccccc3)c3cc(Cl)ccc3S2(=O)=O)cc1	·	13%	-1%	5	0%	7%	i	2%	·
40	CCC(O)c1c(-c2ccccc2)nn(C)c1Cl (stereo unspecified)	-7%	-7%	2%	-4	-23%	5%	-4%	-6%	28
41	Cc1ccc2oc(-c3ccc(Cl)c(NC(=O)Cc4ccccc4)c3)nc2c1	·	6%	·	-13	12%	0%	-10%	-4%	·
42	CCOc1ccc(C(=O)N2CCN(Cc3ccccc3)CC2)cc1	-4%	10%	1%	-19	-12%	?	-25%	-5%	?
43	CCOC(=O)c1oc2ccccc2c1COC(=O)CNC(=O)c1ccccc1F	7%	12%	13%	1	20%	0%	-25%	0%	7
44	Cc1ccc(C(=O)NCCN(C)C)cc1C	0%	-1%	1%	-2	4%	-3%	i	5%	?
45	COCCN(C(=O)COC(=O)CSc1ccc(Cl)cc1)c1c(N)n(Cc2ccccc2)c(=O)[nH]c1=O	-1%	9%	-1%	-8	1%	27%	i	-3%	-2
46	C[C@H]1CN([C@@H](C)CO)S(=O)(=O)c2ccc(Br)cc2O[C@@H]1CN(C)C(=O)Cc1ccccc1	0%	-3%	-8%	4	15%	?	-15%	-23%	8
47	COc1ccccc1N1CCN(C(c2cccs2)C(C)NC(=O)c2ccncc2)CC1 (stereo unspecified)	-1%	-14%	1%	-7	6%	?	-24%	-1%	-23
48	COCCNC(=O)/C(C#N)=C/c1c(N2CCN(c3cccc(Cl)c3)CC2)nc2c(C)cccn2c1=O	2%	15%	-6%	-15	3%	-28%	-2%	123%[activator]	-5
49	CC1CN(C(=O)COC(=O)c2c(Cl)cccc2Cl)CC(C)O1 (stereo unspecified)	1%	18%	15%	-3	-8%[1.82 µM]	8%	-14%	11%	6
50	CCCCOc1ccc(C(=O)N2CCCCC2CCN2CCOCC2)cc1 (stereo unspecified)	·	-7%	·	4	21%	·	-22%	2%	·
51	O=C1C=C(NC2CCCCC2)CCC1	0%	6%	-4%	5	9%	32%	-19%	-7%	2
52	O=C(CCC(=O)N/N=C/c1ccc(Br)o1)N/N=C/c1ccc(Br)o1	-5%	12%	10%	6	-2%	?	-2%	0%	1
53	O=C1CN(C(=O)c2cccc(S(=O)(=O)N3CCCC3)c2)c2ccccc2N1	2%	3%	-2%	-2	15%	-3%	-10%	-18%	21
54	CC1(C)C[C@@H](O)CC2(C1)C[C@]1(C)CC(O)[C@H]2C(C)(C)C1 (stereo partly specified)	10%	?	15%	0	14%	9%	-1%	-6%	7
55	O=C(CN1C(=O)CSC1=O)Nc1ccc(F)c(F)c1F	8%	2%	-13%	-1	8%	1%	-2%[57.5 µM]	-3%	20
56	Cc1c(C(=O)NCc2cccc(C(F)(F)F)c2)sc(=O)n1Cc1ccccc1F	9%	?	2%	-1	7%	?	i	-2%	-17
57	NNC(=O)c1nc2ccccc2s1	-6%	16%	1%	-7	-4%	14%	-14%	-12%	0

From PubChem
